Ecoli viability = bacterial growth inhibition, counter-screen for AddAB inhibitors; E. coli V3065 growth, OD600 absorbance, 18 h; inhibition, % at 11.9 µM; 0.27% of 330,000 active; AID 449728;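 active = inhibition above the campaign's mean inhibition across all tested compounds plus 3 SD, cut at about 9.9% in these data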;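 also: uninfected addAB+ strain grown without phage in ampicillin broth; 0% = DMSO wells and 100% = ciprofloxacin 0.95 µg/ml wells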
PfHsp90 yeast 2 = growth inhibition of yeast expressing Plasmodium Hsp90. S. cerevisiae expressing PfHsp90, BacTiter-Glo ATP, 48 h; yeast lacking PDR1 and PDR3 efflux regulators. inhibition, % at 9.4 µM. 0.32% of 310,000 active;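 active = every replicate shows inhibition above about 80%, whatever the replicate mean, limit read from the data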;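 also: 0% = DMSO neutral controls and 100% = 20 µM radicicol positive controls; yeast relying on Plasmodium falciparum Hsp90 in place of its own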
AddAB inh = less growth of phage-infected E. coli with AddAB | 0.29% of 330,000 active | inhibition, % at 11.9 µM | E. coli expressing H. pylori AddAB, absorbance growth; in the data active = inhibition above about 12%;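 also: 0% = vehicle wells of infected cells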
MOR-DOR ag = OPRM1-OPRD1 heterodimerization agonism. P35372+P41143. cells, luminescence. activation, % at 9.3 µM. 0.3% of 340,000 active. AID 504326; in the data active = activation above about 18%;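 also: 0% = vehicle-treated cells and 100% = reference agonist; values of inactives mirror those of a sister screen read the other way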
MOR-DOR inv ag = inverse agonist of human OPRM1-OPRD1 heterodimerization | P35372+P41143 | cell-based MOR-DOR heterodimer luminescence, inverse agonism | inhibition, % at 9.3 µM | 0.21% of 340,000 active; in the data active = inhibition above about 22%, passing the limit was not always enough;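 also: 0% = cells with DMSO and 100% = wells without cells with DMSO; values of inactives mirror those of a sister screen read the other way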
HTR5A inv ctr = HTR5A inverse agonism, opioid heterodimer counter-screen; HTR5A cell line, luminescence; AID 504634; P47898; 0.083% of 340,000 active; inhibition, % at 9.3 µM; in the data active = inhibition mostly above about 23%, no sharp cut-off; inactive = mostly below about 18%;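 also: 0% = cells with DMSO and 100% = no-cell wells with DMSO; some compounds called inactive have numbers as strong as hits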
HTR5A ag = HTR5A agonism, opioid heterodimer counter-screen; HTR5A agonist assay, luminescence, cell-based; 0.61% of 340,000 active; P47898; activation, % at 9.3 µM; in the data active = activation mostly above about 9.5%, no sharp cut-off; inactive = mostly below about 7.6%;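 also: 0% = cells with vehicle only and 100% = reference agonist; strong numbers were not always called active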
PKA-R1A act = activates the PKA-R1A holoenzyme complex; P00514+P68181; PKA-R1A dissociation, Cy5-IP20 fluorescence polarization; scaled: DMSO 0%, 113 µM cGMP 100%; activation, % at 11.4 µM; 0.083% of 340,000 active; AID 504707;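 active = percent activation above the mean of all tested compounds plus 3 SD, cut at about 19% in these data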;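 also: higher means more PKAc released from R1A so a rise in polarization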
Mot1-301 SUMO = blocks SUMOylation pathway, rescuing yeast Mot1-301 growth | 1% of 320,000 active | growth rescue, % at 18.8 µM | S. cerevisiae Mot1-301 growth rescue, ATP luminescence, 38.5C; percent above DMSO median, 100 means doubled;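 active = every valid replicate shows activation above 250% relative to neutral control wells; inactive = the rest, any valid replicate at or below 250%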;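 also: OY570 slx delta 5 strain wells were the positive control but not used for scaling; some compounds called inactive have numbers as strong as hits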
phage Ecoli inh = E. coli growth loss with phage present. inhibition, % at 11.9 µM. growth absorbance. 0.26% of 360,000 active; in the data active = inhibition above about 11%
DSG3 Ab inh = human desmoglein-3 autoantibody binding inhibition | DSG3-coupled beads, scFv-anti-DSG3-GFP binding, flow cytometry; active compounds read low | binding (percent of control), % at 10 µM | 0.48% of 310,000 active | AID 588358;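 active = binding more than 3 SD below its plate's average and above zero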;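 also: hits lower antibody fragment binding to DSG3; some compounds called inactive have numbers as strong as hits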
Target sequence (P32926 whole entry, looked up, the tested form may be a part): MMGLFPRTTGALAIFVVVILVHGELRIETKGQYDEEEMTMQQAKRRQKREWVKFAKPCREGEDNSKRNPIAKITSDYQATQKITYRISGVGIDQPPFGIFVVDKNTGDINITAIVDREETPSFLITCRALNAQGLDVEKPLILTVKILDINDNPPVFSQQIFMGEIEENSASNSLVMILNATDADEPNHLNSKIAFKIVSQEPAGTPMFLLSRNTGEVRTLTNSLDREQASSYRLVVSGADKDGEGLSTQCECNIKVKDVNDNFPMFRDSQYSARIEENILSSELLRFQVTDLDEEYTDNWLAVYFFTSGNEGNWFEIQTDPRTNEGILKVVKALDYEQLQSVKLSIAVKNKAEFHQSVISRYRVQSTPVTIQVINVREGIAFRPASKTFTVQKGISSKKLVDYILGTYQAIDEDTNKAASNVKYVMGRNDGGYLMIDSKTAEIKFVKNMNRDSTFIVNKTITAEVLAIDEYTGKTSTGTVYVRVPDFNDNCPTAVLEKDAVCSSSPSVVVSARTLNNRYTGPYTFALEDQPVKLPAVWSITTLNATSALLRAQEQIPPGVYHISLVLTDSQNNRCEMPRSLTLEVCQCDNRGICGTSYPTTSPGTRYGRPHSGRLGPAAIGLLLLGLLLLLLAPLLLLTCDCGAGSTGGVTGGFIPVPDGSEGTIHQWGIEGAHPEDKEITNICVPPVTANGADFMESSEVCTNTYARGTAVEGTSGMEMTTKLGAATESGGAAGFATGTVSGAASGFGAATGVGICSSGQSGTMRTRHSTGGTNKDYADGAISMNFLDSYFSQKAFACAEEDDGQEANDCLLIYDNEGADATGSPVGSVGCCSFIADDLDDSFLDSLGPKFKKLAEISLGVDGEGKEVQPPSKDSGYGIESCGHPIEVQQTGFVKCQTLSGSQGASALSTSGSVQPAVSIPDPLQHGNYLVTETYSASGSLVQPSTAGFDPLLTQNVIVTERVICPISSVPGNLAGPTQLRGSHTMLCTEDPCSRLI
* = called active by the depositor; · = not tested or not shown.

molecule	PfHsp90 yeast 2	HTR5A ag	HTR5A inv ctr	PKA-R1A act	AddAB inh	MOR-DOR inv ag	DSG3 Ab inh	MOR-DOR ag	phage Ecoli inh	Ecoli viability	Mot1-301 SUMO
O=C1CC[C@@H](C(=O)N2CSC[C@H]2C(=O)O)N1	9	3	-11	9	-0.8	-2	101	0.3	2.2	-2.9	0
COc1ccc(CC(=O)Nc2c3c(nn2-c2cccc(C)c2C)CS(=O)(=O)C3)cc1	-16	6	-3	12	0.7	1	101	-0.3	2.7	-0.2	26
Cc1ccc(/C=N\NC(=O)c2cc([N+](=O)[O-])cc([N+](=O)[O-])c2)o1	7	7	-31	5	3.8	-48	100	8.8	2.8	2.4	-10
COC(=O)c1ccc(COc2cccc3c2CCN(Cc2cccc(C)c2)C3=O)o1	11	1	-3	-9	3.4	-11	96	2.2	2.4	2.8	-5
Cc1csc(NC(C)c2nc3cc(Cl)c(N4CCCCC4)cc3n2CCOCCO)n1 (stereo unspecified)	6	0	-6	3	3.1	13	104	-2.8	1.4	0.5	26
O=[N+]([O-])c1ccc(N/N=C/c2cn(Cc3ccc(F)cc3)c3ccccc23)nc1	-6	0	-5	3	0.5	5	112	-1.1	3.3	1.3	-20
COc1ccc(OC)c(/C=C/C(=O)OCC(=O)NCc2ccccc2)c1	-4	-1	4	-4	-1.1	14	·	-2.9	2.1	0.3	7
COc1ccc(NS(=O)(=O)c2cccc(C(=O)N(C)Cc3cccs3)c2)cc1	8	-9	-7	0	-0.3	7	96	-1.1	-2.9	-1.1	1
Cc1ccccc1OCC(=O)Nc1nnc(C2CCCCC2)s1	8	-2	-49	-7	-1.1	-12	117	2.4	1.8	-1.6	2
COc1ccc(-n2cnnc2SCC(=O)Nc2ccc(C(N)=O)cc2)cc1	-16	-2	-11	2	0.1	-1	101	0.2	0.3	0.7	7
C=CCNC(=S)Nc1cccc(NC(=S)NCC=C)c1	12	-5	14	2	-1.3	-8	95	1.6	0.4	0.3	-4
O=c1[nH][nH]c(-c2ccccc2O)c1C(C[N+](=O)[O-])c1ccc(Br)cc1 (stereo unspecified)	2	-4	-25	12	0.8	15	120	-2.7	3.4	-0.3	210

molecule	PfHsp90 yeast 2	HTR5A ag	HTR5A inv ctr	PKA-R1A act	AddAB inh	MOR-DOR inv ag	DSG3 Ab inh	MOR-DOR ag	phage Ecoli inh	Ecoli viability	Mot1-301 SUMO
COc1ccc(/C=C(/C#N)c2cccnc2)cc1OC	-3	-2	-1	11	-4.9	-1	113	0.2	1.5	-1.3	-6
O=S(=O)(Nc1ccon1)c1ccc(Br)cc1	-1	-6	8	9	1.0	14	·	-2.6	0.9	1.7	-8
Cc1ccc2cc(C(c3nnnn3C3CCCC3)N3CCN(c4ccccc4)CC3)c(=O)[nH]c2c1 (stereo unspecified)	·	-3	-13	2	-0.8	-18	94	3.5	0.4	-0.5	-5
Cc1nc2c(-c3ccc(F)cc3)c(C)nn2c(C)c1CCC(=O)NCc1ccco1	-19	2	-6	-9	1.5	14	103	-2.5	2.4	-2.7	26
O=C(NCC1CCCCC1)c1ccc(F)c(S(=O)(=O)N2CCOCC2)c1	-6	-2	6	-3	0.1	14	105	-2.7	0.0	-0.2	6
C/C(=N\O)c1ccco1	23	2	-5	6	3.5	12	102	-2.3	3.0	-0.5	14
COc1cccc(C#Cc2c(CO)[nH]c3ccccc23)c1	-9	0	-15	-12	0.6	13	98	-2.2	2.1	-1.4	139
C[C@@]12C(=O)N(Cc3ccc(-c4ccccc4)cc3)CC(=O)N1[C@H](/C=C/c1ccccc1)[C@@H]1C(=O)N(c3ccccc3)C(=O)[C@@H]12	8	-1	1	4	1.9	6	106	-1.1	0.0	-3.7	20
COc1ccccc1N1CCN(C(c2ccccn2)c2nnnn2C2CCCCC2)CC1 (stereo unspecified)	-14	-2	-8	-11	0.5	-16	100	3.0	2.3	-2.1	11
O=C1CCC[C@@H]2CC(N3CCCCC3)C[C@@H]3CCN1[C@H]23 (stereo partly specified)	-25	2	-7	1	0.6	8	97	-1.5	3.1	1.1	·
CCc1nn2c(=O)c(S(=O)(=O)Nc3cccc(F)c3)c(C)nc2s1	-3	1	-2	7	1.2	12	·	-1.9	2.1	-1.2	-6
CCn1c(COc2ccccc2)nc2ccccc21	7	2	-28	-3	2.5	8	116	-1.4	2.4	-1.0	2

molecule	PfHsp90 yeast 2	HTR5A ag	HTR5A inv ctr	PKA-R1A act	AddAB inh	MOR-DOR inv ag	DSG3 Ab inh	MOR-DOR ag	phage Ecoli inh	Ecoli viability	Mot1-301 SUMO
CCN(CC)S(=O)(=O)c1cccc(NC(=O)CNc2cccc(S(=O)(=O)N3CCCC3)c2)c1	-9	-1	4	4	0.1	8	102	-1.5	-0.9	0.9	-7
Cc1ccc(C(=O)OCC(=O)Nc2ncc(Cl)cc2Cl)cc1NC(=O)c1ccco1	·	2	-2	-2	1.4	14	106	-2.8	2.1	2.5	-6
O=C1CC2(CCN(S(=O)(=O)c3ccccc3F)CC2)Oc2ccccc21	·	-6	-14	1	2.2	1	92	-0.1	5.2	1.7	-4
C=CCNC(=O)C1CCN(S(=O)(=O)c2ccc(Br)cc2)CC1	-2	6	-18	3	0.8	9	104	-1.6	2.1	-0.8	7
Cc1cc(NC(=O)CCC(=O)N(Cc2ccco2)C2(C(=O)NC3CCCC3)CCC(C)CC2)no1 (stereo unspecified)	15	2	18	0	0.2	-6	98	1.0	1.8	0.4	-7
Cc1cc(C)c2nc(SCCC#N)nc(C)c2c1	12	1	-8	0	-1.3	-6	98	1.1	1.1	-0.7	-12
Cn1cc(Cl)c(C(=O)NC2CCCCCC2)n1	-2	2	9	-5	0.3	7	·	-1.5	3.0	0.9	-14
COc1cccc2sc3cc(C#Cc4ccccn4)ccc3c(=O)c12	-29	3	-8	-4	2.1	-20	94	3.7	2.5	-1.3	-2
CCC(C)NC(=O)c1ccc(C(=O)c2ccccc2)cc1 (stereo unspecified)	8	2	-6	-6	0.2	10	97	-2.0	3.2	1.1	·
COc1ccc(N2CCN(c3nc(Cl)nc(Nc4ccc(F)cc4)n3)CC2)cc1	-19	-1	2	-8	1.9	0	·	0.0	1.4	0.3	6
Cc1ccccc1C(=O)N1CCC(C(=O)N(CC(C)C)c2c(N)n(CC(C)C)c(=O)[nH]c2=O)CC1	20	1	-3	-9	-0.5	9	102	-2.2	1.6	1.6	1
CC(=O)N1CCc2ccc(S(=O)(=O)Nc3ccccc3Cl)cc21	-5	6	-13	-15	3.2	11	102	-2.2	2.0	1.3	-5

molecule	PfHsp90 yeast 2	HTR5A ag	HTR5A inv ctr	PKA-R1A act	AddAB inh	MOR-DOR inv ag	DSG3 Ab inh	MOR-DOR ag	phage Ecoli inh	Ecoli viability	Mot1-301 SUMO
CCC(=O)N(C1=C(NC)C(=O)c2ccccc2C1=O)C(C)C	7	0	9	9	0.8	-4	86	0.9	3.8	-1.6	19
CCc1c(C)nc(SC/C=C/c2ccccc2)[nH]c1=O	6	0	-3	9	2.7	-3	98	0.6	·	1.0	-5
NC(=O)/C(=N\OC(=O)c1ccco1)c1nc(-c2ccc(Br)cc2)cs1	-19	8	-25	-4	-0.8	11	100	-2.1	0.4	-4.9	·
CC1CCc2c(C(=O)Nc3ccc(OC(F)(F)F)cc3)csc2C1 (stereo unspecified)	10	1	-3	-5	2.4	-32	103	5.7	-1.2	1.6	8
COc1ccc(C(=O)C2=NN(C(C)=O)CC2c2ccco2)cc1 (stereo unspecified)	·	-6	-10	-23	1.4	2	125	-0.4	1.8	0.7	-14
COc1cc(OC)cc(-c2c(-c3cccs3)c3cc(-c4ccc(OC)nc4)ccc3n2C)c1	-17	3	-18	-10	1.5	15	103	-3.2	2.1	1.1	2
Cc1ccc(NC(=O)c2ccccc2OCc2ccc([N+](=O)[O-])cc2)nc1	-23	-2	5	7	1.6	8	101	-1.5	3.4	-1.4	7
CCOc1ccc(OCC(=O)OCc2cc(=O)n3cc(Br)ccc3n2)cc1	-21	0	-1	2	-1.3	-10	96	1.8	2.2	-2.1	-3
Cc1[nH]c2ccc(C(=O)NCCCN3CCCCC3)cc2c1C	-9	3	17	6	2.4	4	116	-0.8	3.0	-1.0	9
FC(F)(F)c1cc(-c2ccccc2)nc(NCC2CCCO2)n1 (stereo unspecified)	-7	4	11	-4	3.4	-70	·	11	3.5	1.7	-1
CC(=O)Nc1ccc(NC(=O)c2c(-c3ccccc3Cl)noc2C)cc1	10	-1	-16	-1	1.3	-4	121	0.5	1.4	-0.7	-9
O=C(COC(=O)CCN1C(=O)C2CC=CCC2C1=O)Nc1ccc([N+](=O)[O-])cc1 (stereo unspecified)	-9	4	18	3	-0.8	2	108	-0.6	2.2	-2.0	1

molecule	PfHsp90 yeast 2	HTR5A ag	HTR5A inv ctr	PKA-R1A act	AddAB inh	MOR-DOR inv ag	DSG3 Ab inh	MOR-DOR ag	phage Ecoli inh	Ecoli viability	Mot1-301 SUMO
CCn1c(SCC(=O)OC)nnc1-c1ccncc1	-17	-1	10	-6	1.2	15	103	-2.9	3.5	1.1	825*
COc1ccc(OCC(=O)c2c[nH]c3ccccc23)cc1	-4	1	-3	-2	2.0	2	·	-0.5	5.1	2.0	3
COC(=O)c1ccccc1NC(=O)NC1CCCC1	0	-1	10	-11	0.1	14	104	-3.0	1.6	-1.1	-15
COc1ccc(CC(=O)Nc2cccc(-c3nnc(-c4ccco4)o3)c2)cc1	-7	-1	4	-15	1.2	21	·	-4.3	1.2	-0.7	151
O/N=C/c1cc(Br)cs1	21	4	-10	3	-0.8	1	·	-0.3	-0.9	-1.8	23
COc1ccc(S(=O)(=O)N(C)C)cc1NC(=O)CCNC(=O)c1ccccc1OC	7	0	0	-12	0.4	8	103	-1.6	2.7	-0.6	-2
O=[N+]([O-])c1cccc(C=Nc2cc3c(cc2Br)OCCO3)c1	8	-1	3	2	0.2	12	88	-1.9	4.1	-1.5	-1
NC(=S)c1cc2ccc(O)cc2oc1=O	9	-5	-1	0	·	31*	113	-5.4	4.1	·	·
Cc1nn(-c2ccccc2)c2c1C(=O)NC(=O)C(C)(C)C2	-12	-8	-36	-21	2.5	9	101	-1.9	2.9	-0.9	2
COc1ccccc1Nc1nc(-c2ccc([N+](=O)[O-])cc2)nc2ccccc12	-3	2	-6	-1	1.7	12	94	-1.9	1.3	2.4	25
CCN(c1cc(C)cc(C)c1)S(=O)(=O)c1nnc(NC(=O)C(C)(C)C)s1	-19	5	-19	-3	·	-41	107	8.7	2.5	·	-10
CO[C@@H]1[C@@H](OC(N)=O)[C@@H](O)C(Oc2ccc3c(O)c(NC(=O)c4ccc(O)c(CC=C(C)C)c4)c(=O)oc3c2C)OC1(C)C (stereo partly specified)	1	-2	0	-1	-1.6	6	100	-1.1	1.6	-2.4	-2
OC1CCN(c2c3c(nc4cc(-c5cccc(F)c5)nn24)CCCC3)CC1	6	-10	23	-21	-3.0	-5	96	0.8	-0.4	-2.5	-6
COc1nc(N2CCCC2)nc(-n2nnc(C(C)=O)c2C)n1	-8	0	0	-12	2.5	16	·	-3.6	3.2	-1.9	2
CCOC(=O)N1CCN(c2cc(N3CCN(CC)CC3)c(F)cc2[N+](=O)[O-])CC1C (stereo unspecified)	-21	1	6	3	0.0	7	94	-1.3	2.3	0.1	-11
